Assay outcomes from PubChem BioAssay.
MRP-1 activ = activators of MRP-1; H69AR cells + doxorubicin, viability rescue, CellTiter-Glo; viability increase, % at 10 µM; 140,000 tested, 0.61% active; AID 799;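 active means viability gain under doxorubicin at or above a set limit, the compound median plus 3 SD, cut at about 4.7% in these data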;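 further: MRP-1 overexpressing cells given doxorubicin 25 µM after compound pretreatment; 18-22 h compound pretreatment then 72 h with doxorubicin before readout; 0% = doxorubicin-only wells and 100% = vehicle-treated cells without doxorubicin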
Measles CPE = protection of cells from measles virus; Measles virus-infected cells, CPE protection, absorbance; protection (pct of control), % at 4 µM; 140,000 tested, 1.5% active; in the data active means protection mostly above about 24%, no sharp cut-off; inactive means mostly below about 26%; further: some compounds called inactive have numbers as strong as hits
Yeast life ext = yeast lifespan extension; S. cerevisiae growth with nicotinamide, OD615; deaD strain in restrictive glucose medium; inhibition of the nicotinamide effect, % at 10 µM; 130,000 tested, 0.68% active; AID 775;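 active means inhibition above a set limit, placed 3 SD over the median of all compounds, cut at about 26% in these data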;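 further: 0% = nicotinamide-treated wells and 100% = cells grown without nicotinamide; some compounds called inactive have numbers as strong as hits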
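Test system – modified budding yeast, DeaD strain · Compound – single dose 10 µM compound, 0.25% DMSO · Times – culture preincubation 4 h, compound exposure 48 h, both 30 °C · Detection – optical density (absorbance) at 615 nm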
E-sel TNF inh = blocks E-selectin expression induced by TNF alpha; HUVEC TNFa-induced E-selectin immunofluorescence, high content; inhibition, % at 2 µM; 120,000 tested, 0.71% active; AID 1246;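 active means inhibition above the batch mean plus 3 SD, and confirmed as a hit on visual image review, cut at about 43% in these data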;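 further: 0% = TNF-stimulated DMSO wells and 100% = unstimulated control wells; not every result past the cut was called active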
HCT116 bCat-KO = beta-catenin-lacking colon tumor cell growth suppression; HCT116 beta-catenin knockout viability, CellTiter-Glo, 60 h; active compounds read low; viability, % at 10 µM; 140,000 tested, 1.5% active; AID 818;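 active means viability at or under a set limit, the compound median less 4 SD, cut at about 6% in these data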;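 further: 0% = Hyamine 1622 control at 20 µM and 100% = untreated cell control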
Phagocyt inh = blocks phagocytosis by macrophages | J774A.1 macrophage IgG-bead phagocytosis, imaging | 110,000 tested, 0.07% active | inhibition, % at 5 µM;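 active means inhibition above the mean of the plate negative controls plus 5 SD, cut at about 13% in these data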;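 further: phagocytic index as fraction of beads internalized from green versus red external bead signal; plate controls were DMSO negative control for no effect and cytochalasin-D positive control for full effect; some results beyond the cut were filed as inactive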
BB579 growth dn = reduces growth of yeast BB579 in restrictive medium; S. cerevisiae BB579 growth, OD615, 48 h; inhibition, % at 10 µM; 140,000 tested, 0.51% active; AID 804;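 active means inhibition above a set limit, 3 SD over the mean compound inhibition, cut at about 44% in these data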; further: inactives centre near -24
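test system = yeast BB579 (DeaD) | buffer or medium = restrictive CSMM-D medium | doses = single compound dose of 10 µM, 0.25% DMSO final | times = 4 h preincubation and 48 h exposure at 30 °C | technique = culture absorbance at 615 nm | benchmarks = amphotericin B 10 µg/mL, positive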
HCT116 PTEN-null = PTEN-deleted cell growth suppression. HCT116 PTEN-null viability, CellTiter-Glo, 60 h; active compounds read low. viability, % at 10 µM. 140,000 tested, 1.2% active;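 active means viability at or below a set limit, 4 SD under the median of all tested compounds, cut at about 3.7% in these data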;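 further: PTEN knockout HCT116 line with beta catenin targeted HCT116 as companion control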
GALR2 blocker = GALR2 (human) receptor antagonism | O43603 | 140,000 tested, 0.39% active | GALR2-expressing cells, antagonist mode | inhibition, % at 4 µM; in the data active means inhibition above about 27%;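 further: cells stimulated with galanin 1-16 at roughly its EC80; 0% = agonist challenge control and 100% = basal control without agonist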
Target sequence (O43603 whole entry, looked up): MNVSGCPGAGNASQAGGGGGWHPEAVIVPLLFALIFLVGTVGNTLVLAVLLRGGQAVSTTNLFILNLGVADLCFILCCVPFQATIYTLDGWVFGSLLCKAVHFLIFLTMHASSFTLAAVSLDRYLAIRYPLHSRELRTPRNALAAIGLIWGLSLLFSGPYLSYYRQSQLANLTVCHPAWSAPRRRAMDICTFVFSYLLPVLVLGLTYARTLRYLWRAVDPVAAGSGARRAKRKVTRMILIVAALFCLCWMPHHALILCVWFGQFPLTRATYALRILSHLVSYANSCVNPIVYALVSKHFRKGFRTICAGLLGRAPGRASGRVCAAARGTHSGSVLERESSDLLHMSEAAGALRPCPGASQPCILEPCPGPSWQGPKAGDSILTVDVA
NPY-Y2 antag = NPY-Y2 (human) receptor antagonism. NPY-Y2 expressing cells, antagonist mode. 140,000 tested, 0.99% active. inhibition, % at 2.7 µM. P49146; in the data active means inhibition above about 17%;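 further: 0% = vehicle with agonist challenge and 100% = reference antagonist with challenge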
Target sequence (P49146 whole entry, looked up): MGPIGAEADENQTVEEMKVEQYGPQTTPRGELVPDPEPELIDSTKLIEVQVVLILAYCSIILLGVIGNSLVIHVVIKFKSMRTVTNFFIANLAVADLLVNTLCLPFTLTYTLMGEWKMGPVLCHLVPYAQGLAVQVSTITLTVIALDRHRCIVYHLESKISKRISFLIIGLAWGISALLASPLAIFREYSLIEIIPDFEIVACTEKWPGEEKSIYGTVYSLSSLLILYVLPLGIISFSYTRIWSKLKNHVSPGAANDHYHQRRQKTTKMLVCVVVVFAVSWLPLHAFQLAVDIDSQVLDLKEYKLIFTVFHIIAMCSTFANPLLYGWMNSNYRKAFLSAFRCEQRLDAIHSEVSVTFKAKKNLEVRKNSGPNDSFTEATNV
Active calls of the source: *; nt = not tested or not shown; & = joins results of further samples. No enrichment for hits (roughly 6.4% active in at least one column).

SMILES	MRP-1 activ	Measles CPE	Yeast life ext	E-sel TNF inh	HCT116 bCat-KO	Phagocyt inh	BB579 growth dn	HCT116 PTEN-null	GALR2 blocker	NPY-Y2 antag
CCCCCC(=O)N/N=C(\C)c1ccc(Cl)cc1	-2.2	33	-10	-13	87	-1	-8	74	0	0
O=C(O)c1nsc(Cl)c1Cl	0.1	8	-8	nt	105	-1	-48	102	20	1
CN(c1ccccc1)c1ccc(/C=C(\C#N)c2nnc3n2CCCCC3)cc1[N+](=O)[O-]	-3.5	5	-6	11	43	-9	-23	43	0	2
Clc1ccc(-c2noc(CSc3nnc(-c4ccncc4)n3-c3ccccc3)n2)cc1	-3.2	22	-10	12	26	-3	-1	46	-14	10
NS(=O)(=O)c1ccc(NS(=O)(=O)c2ccc(NC(=S)Nc3ccccc3)cc2)cc1	-3.9	nt	0	nt	95	-10	-6	96	5	-4
O=c1c2cc(N3CCOCC3)ccc2[nH]c(=S)n1Cc1ccccn1	0.1	23	0	-21	87	1	-5	89	1	0
O=C(O)c1ccc2c(c1)C(=O)/C(=C/c1ccccc1)C2=O	2.6	2	11	6	103	-3	-12	99	0	3
Cc1ccc(CC2CC(=O)N(c3ccc4c(c3)OCCO4)C2=O)cc1 (configuration not stated)	-0.7	6	9	nt	105	0	-53	113	2	7
Cc1ccccc1C(=O)NC(=S)NCC(=O)c1ccccc1	-2.0	4	-23	-4	97	nt	-40	98	-9	1
Cc1ccc(C(=O)CNc2ccccc2C)cc1	-0.1	15	-8	nt	87	2	-21	99	-2	1
COC(=O)CSc1nc(C)cc(Oc2ccccc2)n1	-0.5	4	-3	nt	93	0	-53	90	-15	3
COc1ccc(/C=C2/SC(=S)N(CCC(=O)O)C2=O)cc1	-3.9	5	-9	nt	83	nt	-57	93	-9	6
Cc1oc(-c2ccccc2)nc1CC(=O)O	-2.2	5	2	4	96	nt	-30	96	-6	2
CCOc1ccc(NC(=O)CCn2cccc2)cc1	-0.7	12	-8	nt	96	1	-26	99	-23	1
CC(=O)Nc1nonc1NC(=O)CSC1=NCCS1	-1.3	10	-6	nt	91	-1	-50	96	-4	-1
CCOC(=O)c1ccc(-n2c(C)nc3c(cnn3-c3ccccc3Cl)c2=O)cc1	-2.8	7	-7	13	92	-1	-18	85	-21	6
Cc1ccccc1NC(=O)C1CCC(C)(C(=O)O)C1(C)C (configuration not stated)	-1.3	6	4	-1	102	-2	-18	104	2	2
CN1CCN(c2nc3c(c(=O)[nH]c(=O)n3C)n2CCOc2ccccc2)CC1	-2.4	8	-21	16	87	0	-48	87	-5	-1
COc1ccc(-n2c(SCC(=O)Nc3cc(C)on3)nc3c(c2=O)SCC3)cc1	-0.8	9	-4	nt	94	nt	-49	103	-7	0
O=C(Nc1ccccc1C(=O)OCc1nnc(-c2ccccc2)o1)c1ccco1	-1.6	18	-20	4	88	0	-29	97	-15	10
CCc1nnc(NS(=O)(=O)c2ccc(N=Cc3c(C)[nH]n(-c4ccc(C)cc4)c3=O)cc2)s1	-4.0	3	-16	-6	65	nt	15	67	-8	-1
CCOCCCNc1ccc(-c2ccccc2)nn1	-1.9	41	-14	-20	100	4	-2	93	-3	0
O=C(NN=C1CCCCCCC1)c1ccccn1	-1.4	14	-10	11	86	-2	-29	101	-1	0
Oc1ccc(C2=Nn3c(nnc3-c3ccco3)SC2)cc1O	-2.7	2	-5	-41	49	0	-8	55	-2	1
Cc1ccc(N2CCN(S(=O)(=O)c3ccc4c(c3)n(C)c(=O)c(=O)n4C)CC2C)cc1 (configuration not stated)	-2.6	15	5	-1	85	-1	-32	93	8	0
Following part.
SMILES	MRP-1 activ	Measles CPE	Yeast life ext	E-sel TNF inh	HCT116 bCat-KO	Phagocyt inh	BB579 growth dn	HCT116 PTEN-null	GALR2 blocker	NPY-Y2 antag
COc1ccc2c(c1OC)C(=O)OC2c1c(O)nc(SC)n(-c2ccccc2)c1=O (configuration not stated)	-0.5	16	-6	95*	87	-1	-26	104	-1	1
Cc1nc2nc(C)c(CCC(=O)NCCCN3CCN(c4cccc(Cl)c4)CC3)c(C)n2n1	-2.8	13	-21	-9&-7	84	nt	8	97	4	2
CC(C)(C)c1nn(-c2ccccc2)c2[nH]c(=O)c(CNCc3ccc4c(c3)OCO4)cc12	-2.5	1	-13	4	13	1	-35	11	2	5
CCOC(=O)c1ccc2[nH]c3c(c2c1)CCCC3C(=O)OCC (configuration not stated)	0.1	7	-8	-7	94	1	-21	101	14	0
COc1cccc(N2CCN(C3OC(=O)c4ccccc43)CC2)c1 (configuration not stated)	0.7	7	-5	38	102	-2	-34	104	5	4
CCOC(=O)N1CCN(C(=O)C2CCCN(Cc3nc(-c4ccc(Cl)cc4)oc3C)C2)CC1 (configuration not stated)	-0.7	9	-3	nt	24	nt	-59	34	7	4
COc1ccc(CCNC(=O)CC2SC(=NCCc3ccccc3)NC2=O)cc1OC (configuration not stated)	-2.9	4	3	5	84	-4	-10	98	-16	-1
CCOc1ccc(S(=O)(=O)Nc2nc3ccccc3nc2N2CCN(C)CC2)cc1	-2.3	16	-20	-23	91	1	20	90	10	6
CC(=O)Nc1ccc(C(=O)CSc2ncn(-c3ccccc3)n2)cc1	-3.5	4	-5	-8	101	4	-30	101	-6	0
Cc1ccc(S(=O)(=O)c2c(N)n(NC(=O)c3ccco3)c3nc4ccccc4nc23)cc1	3.7	5	-21	-5	87	0	-27	89	-14	0
CC(C)c1nnc(NC(=O)c2cnccn2)s1	-3.7	4	-16	-42	100	-1	-18	93	9	1
COCCn1c(-c2ccc(OC)c(OC)c2)nc2ccccc21	-3.4	22	-12	-1	93	-1	-17	99	16	2
COC(=O)c1ccc(C(=O)OC)c(NS(=O)(=O)c2ccc(NC(C)=O)cc2)c1	-2.5	6	-18	-40	103	0	-47	95	10	4
Cc1ccc(NC(=S)N2CCN(c3ncccn3)CC2)c(C)c1	-1.4	27	-2	31	86	-2	4	106	-2	2
Cc1[nH][nH]c(=O)c1C(c1cc([N+](=O)[O-])ccc1O)c1c(C)[nH][nH]c1=O	-1.2	11	2	nt	91	-5	-27	85	-5	1
Cc1nn(C)c(C(=O)Nc2ccc(Cn3cccn3)cc2)c1[N+](=O)[O-]	0.4	14	-5	8	93	1	-43	106	12	0
c1ccc(-n2nnnc2NC2CCCCCC2)cc1	-0.7	6	-13	-1	84	0	-4	88	-1	3
CS(=O)(=O)c1nc2ccccc2n1Cc1ccccc1	-4.3	0	-14	nt	87	nt	-32	86	2	2
Cc1ccc(S(=O)(=O)NNC(=O)c2ccncc2)cc1	-1.4	1	-5	nt	82	-8	5	104	7	1
COc1ccc(NC(=O)COC(=O)c2ccc(OCc3ccc(Cl)cc3Cl)c(OC)c2)c(OC)c1	-4.1	2	2	-23	24	-5	-24	20	-5	3
CCN1CCN(C(=S)Nc2ccc(Cl)c(Cl)c2)CC1	-1.2	20	6	nt	92	-1	-15	97	10	1
CN1CCCc2cc(C#N)c(=O)[nH]c21	-1.7	7	-20	-17	91	-1	7	101	-5	1
COc1ccc(N(CC(=O)NCc2ccc(C)cc2)S(=O)(=O)c2c(C)nn(C)c2C)cc1	-1.8	5	1	-17	101	0	-29	99	-1	0
O=C(OCCCCN1C(=O)c2ccccc2C1=O)c1ccc(Br)o1	0.7	10	-10	-6	106	0	-33	102	-1	6
CCN(CCNc1ccc(Cl)cc1[N+](=O)[O-])C(=O)c1cc([N+](=O)[O-])c(N(C)C)cc1OC	-0.8	10	-12	-6	68	0	-29	77	1	3
Additional results follow.
SMILES	MRP-1 activ	Measles CPE	Yeast life ext	E-sel TNF inh	HCT116 bCat-KO	Phagocyt inh	BB579 growth dn	HCT116 PTEN-null	GALR2 blocker	NPY-Y2 antag
COC(=O)c1ccccc1NC(=S)N(Cc1ccc2c(c1)OCO2)Cc1cc2ccc(C)cc2[nH]c1=O	-4.4	26	2	-9	70	-4	-13	78	4	2
COc1ccccc1C1CC(c2c(-c3ccccc3)c3cc(Cl)ccc3[nH]c2=O)=NN1S(C)(=O)=O (configuration not stated)	-5.6	2	2	-3	2.0*	nt	-36	1.9*	1	0
COC(=O)c1cc2occc2n1CC(=O)Nc1ccc(OC)c(OC)c1	-0.5	10	-15	35	113	-2	-11	94	-1	-2
O=C(Nc1ccc(Cl)cc1)C1CC2CCCC(C1)C2=O (configuration not stated)	2.5	9	nt	-22	84	0	-26	88	6	1
C[C@]1(C(=O)NCc2cc(F)cc(C(F)(F)F)c2)C=C[C@@H](Cc2ccccc2)N1C(=O)c1ccccc1	-2.6	7	4	nt	74	nt	-33	67	-4	4
C=CCn1c(SCC(=O)Nc2cccc(C)c2)nnc1-c1cnccn1	-1.7	8	-22	23	84	-1	-29	95	8	0
COC(=O)c1ccc(C(C(=O)NC2CCCCC2)N(CCc2ccccc2)C(=O)Cc2cccs2)cc1 (configuration not stated)	-2.3	3	8	nt	97	-15	-50	87	1	2
C/C(=N\NC(N)=S)C1(C)CCCCC1	-4.1	3	1	-14	85	-3	-4	86	-1	1
COc1ccc(NS(=O)(=O)c2ccc(S(=O)(=O)N3CCCC3)cc2)cc1Cl	-2.5	14	-8	nt	73	0	-55	74	5	-2
CCCS(=O)(=O)N1CCC(C(=O)N2CCc3ccccc3C2)CC1	-0.2	8	-23	nt	90	-2	13	98	12	-1
COc1ccc2cc(/C=N/NC(=O)CN(c3ccccc3)S(=O)(=O)c3ccccc3)c(Cl)nc2c1	-1.5	9	10	nt	66	-13	-24	67	-2	3
CC(=O)N1CCc2cc(S(=O)(=O)NCCC(=O)N3CCN(c4ccccn4)CC3)ccc21	-2.9	13	0	9	93	-1	-22	91	7	-1
COc1ccc(/C=N/n2c(C)nnc2C)c(OC)c1	0.6	3	-5	nt	93	nt	-13	100	0	4
CCOC(=O)COc1ccc2c(c1)C(=O)CC1(CCN(C(C)=O)CC1)O2	-1.1	2	-13	14	82	0	-14	82	-4	0
Cc1oc(-c2cccc(Cl)c2)nc1CN1CCC(C(=O)NCCCN2CCCC2=O)CC1	-1.4	16	-6	nt	98	nt	-18	98	5	1
Cn1c(O)c(C2=c3ccccc3=NC2=O)[nH]c1=S	-2.8	12	14	nt	77	5	-14	78	6	-4
Clc1cccc(/C=N/Nc2nnc(Cl)c3ccccc23)c1	-2.4	nt	-7	21	74	2	-36	80	11	0
N/C(COc1cccc(C(F)(F)F)c1)=N\NC(=O)c1cccnc1Oc1ccccc1	0.2	11	-10	6	94	-2	-60	95	2	2
O=C(Nc1cccc(F)c1)C1CCN(c2nnnn2-c2ccccc2)CC1	-1.4	13	-17	-3	94	-5	-45	104	14	3
Cc1cc(C)n2cc(CSc3nc4ccccc4[nH]3)nc2n1	-1.3	2	-2	10	79	-7	-5	101	-9	1
O=C(CNC(=O)c1cccs1)OCC(=O)c1ccc2ccccc2c1	-2.3	12	-27	3	102	nt	-36	93	3	3
Cc1onc(-c2ccccc2Cl)c1C(=O)NCCN1Cc2ccccc2C1=O	-2.0	4	-16	nt	97	-1	-13	95	-1	4
Cc1ccc(C(=O)NCCCC(=O)O)o1	-2.4	34	-22	3	107	0	-36	100	-1	2
COc1cc(NC(=O)c2ccc3c(c2)OCO3)ccc1NC(=O)c1ccco1	0.8	5	nt	23	95	nt	-24	97	8	-1
